Screens as filed in PubChem BioAssay.
TRHR enhancer: qHTS for Small Molecule Agonists and Allosteric Enhancers of Human TRH Receptor: Primary Screen for Enhancers | Thyrotropin-releasing hormone receptor (Homo sapiens), P34981 | TRHR cells, fluo-8 calcium fluorescence, EC20 TRH enhancement | enhancement, % at 2 µM | actives 0.66% (n = 360,000); in the data active = enhancement above about 30%; also: 0% is about no effect
Target sequence (P34981 whole entry, looked up): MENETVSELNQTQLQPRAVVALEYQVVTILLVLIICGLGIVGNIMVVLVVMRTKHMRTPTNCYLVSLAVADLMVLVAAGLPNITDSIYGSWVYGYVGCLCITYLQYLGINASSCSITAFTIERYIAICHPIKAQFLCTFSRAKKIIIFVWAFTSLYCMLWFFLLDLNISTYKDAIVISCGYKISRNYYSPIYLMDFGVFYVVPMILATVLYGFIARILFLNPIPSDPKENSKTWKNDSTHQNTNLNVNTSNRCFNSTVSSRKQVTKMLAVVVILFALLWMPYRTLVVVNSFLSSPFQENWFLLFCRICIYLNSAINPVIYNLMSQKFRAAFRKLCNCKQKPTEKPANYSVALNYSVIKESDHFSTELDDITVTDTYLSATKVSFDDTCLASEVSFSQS
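Enhancer read-out: after compound pinning and an initial kinetic agonist-mode read, an EC20 of TRH (10 nM final) was injected and fluo-8 calcium signal (Ex 480/Em 530) followed at 1 s/cycle for 100 cycles in TRHR-expressing cells.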
D1 antag: Antagonist of Human D 1 Dopamine Receptor: qHTS | D(1A) dopamine receptor (Homo sapiens), P21728 | HEK293 TREx D1 cells, calcium flux, dopamine EC80; active compounds read low | activity change, negative = inhibition, % at 10 µM | actives 3.2% (n = 360,000) | AID 504652, 2011; in the data active = activity change below about -30%; also: % is scaled to controls: 0 for no effect and ±100 for the full control effect
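HEK293 T-REx cells expressing inducible, force-coupled D1 receptor; no-wash Ca dye, 30–90 min RT. Cmpd → 180 s read at 1 Hz → EC80 DA → 180 s read.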
RXFP1 ag: qHTS Assay for Agonists of the Relaxin Receptor RXFP1. Relaxin receptor 1 (Homo sapiens), Q9HBX9. HEK293T-RXFP1 cAMP TR-FRET, 30 min; response scale: percent of porcine relaxin response, buffer zero. Potency, µM (doses to about 57.5 µM), inactives show at the highest dose activation, hits mostly activators. actives 0.3% (n = 370,000). AID 2676, 2010; also: potency is read from the fitted curve at half-maximal effect; % is scaled to controls: 0 for no effect and ±100 for the full control effect; nearly all actives have a fitted effect of over 60% in size; many of its hits are not listed in these tables
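cAMP rise read by TR-FRET after 30 min, 37C compound exposure (up to 58 uM) in RXFP1-transfected HEK293 cells with Ro 20174 present. EC50 from Hill-equation fits, with 29 nM porcine relaxin as 100% and buffer as basal.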
D1 agonist: Allosteric Agonists of the Human D1 Dopamine Receptor: qHTS | D(1A) dopamine receptor (Homo sapiens), P21728 | HEK293 T-REx D1 cells, calcium flux, agonist mode | activation, % at 2 µM | actives 1% (n = 360,000) | AID 504660, 2011; in the data active = activation above about 30%; also: 0% is about no effect
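Agonism was scored from calcium flux recorded over 180 s (1 read/s) after pintool compound addition, following a 10-cycle baseline. Cells were inducible force-coupled HEK293 TREx D1, plated overnight at 30 C and loaded with no-wash calcium dye.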
D2 PAM: HTS Assay for Positive Allosteric Modulators of the Human D2 Dopamine Receptor: Primary Screen for Potentiators. AID 485347, 2010. potentiation, % at 10 µM. HEK293 T-REx D2, calcium flux, EC20 dopamine potentiation. D(2) dopamine receptor (Homo sapiens), P14416. actives 0.34% (n = 340,000);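 active = potentiation over 3 SD above the plate norm, cut at about 30% in these data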; also: 0% is about no effect
Target sequence (P14416 whole entry, looked up): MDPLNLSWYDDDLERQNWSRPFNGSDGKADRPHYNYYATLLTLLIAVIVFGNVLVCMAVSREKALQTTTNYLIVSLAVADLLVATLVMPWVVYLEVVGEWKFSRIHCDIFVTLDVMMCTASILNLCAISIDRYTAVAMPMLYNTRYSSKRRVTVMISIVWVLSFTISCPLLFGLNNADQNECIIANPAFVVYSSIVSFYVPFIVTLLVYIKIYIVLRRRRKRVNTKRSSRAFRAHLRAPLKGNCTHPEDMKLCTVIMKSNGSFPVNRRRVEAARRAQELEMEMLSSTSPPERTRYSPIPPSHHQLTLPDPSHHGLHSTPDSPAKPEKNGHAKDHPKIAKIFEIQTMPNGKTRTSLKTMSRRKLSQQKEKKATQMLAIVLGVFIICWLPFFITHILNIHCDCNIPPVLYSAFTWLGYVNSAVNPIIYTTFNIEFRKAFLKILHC
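Tetracycline-induced HEK293 T-REx cells force-coupled to calcium signalling expressed D2; compounds were pin-added after a 10 s baseline, read kinetically 180 s, then an EC20 dopamine challenge followed with a further 180 s calcium read.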
Apoferritin bind: qHTS Assay for Identification of Novel General Anesthetics; actives 0.074% (n = 350,000); apoferritin/1-aminoanthracene competitive binding, fluorescence; Potency, µM (series often up to 77.5 µM), inactives show top-dose activity change, negative = displacement, usual class: inhibitors; Ferritin light chain (Equus caballus), P02791; AID 485281, 2010; also: potency is read from the fitted curve at half-maximal effect; % is scaled to controls: 0 for no effect and ±100 for the full control effect; nearly all actives have a fitted effect of over 20% in size
Target sequence (P02791 2-175 limits assumed): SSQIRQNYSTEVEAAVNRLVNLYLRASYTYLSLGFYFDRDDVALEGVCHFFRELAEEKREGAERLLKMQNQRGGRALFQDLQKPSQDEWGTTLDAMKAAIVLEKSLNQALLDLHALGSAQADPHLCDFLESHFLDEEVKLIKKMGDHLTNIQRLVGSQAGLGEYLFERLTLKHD
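Apoferritin-based anesthetic binding model; compound displacement of fluorescent 1-AMA measured as endpoint fluorescence after 10 minutes at room temperature, scaled to free-ligand and complex controls.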
D1 PAM: Potentiators of Human D1 Dopamine Receptor: qHTS; D(1A) dopamine receptor (Homo sapiens), P21728; HEK293 TREx D1 cells, calcium flux, dopamine EC20 potentiation; potentiation, % at 10 µM; actives 0.036% (n = 360,000); AID 504651, 2011; in the data active = potentiation above about 30%; also: 0% is about no effect
RXFP1 antag: qHTS Assay for Antagonists of the Relaxin Receptor RXFP1; Relaxin receptor 1 (Homo sapiens), Q9HBX9; HEK293-RXFP1, relaxin-stimulated cAMP HTRF, 30 min; active compounds read low; activity change, negative = inhibition, % at 57.5 µM; actives 0.59% (n = 350,000);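 active = activity change of -60% or lower, but not beyond a set lower limit; inconclusive = change between -60% and -40%, or beyond the set limit; inactive = change above -40%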; also: % is scaled to controls: 0 for no effect and ±100 for the full control effect
TRHR agonist: qHTS for Small Molecule Agonists and Allosteric Enhancers of Human TRH Receptor: Primary Screen for Agonists; TRHR cells, calcium flux fluo-8, FDSS agonist mode; activation, % at 2 µM; Thyrotropin-releasing hormone receptor (Homo sapiens), P34981; actives 0.18% (n = 360,000); in the data active = activation above about 30%; also: 0% is about no effect
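Agonist-mode FDSS calcium read (Ex 480/Em 530, 1 s cycles) in 1536-well TRHR cells with fluo-8 dye, after 10-cycle baseline and 23 nL compound addition; TRH at EC20 (10 nM final) added afterwards for the enhancer phase.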
Starred values were filed as active, the others as inactive; ? = inconclusive; . = not tested or not shown; [ ] = another dose, or the depositor's remark. Unless noted, calls follow the shape of the dose curve; as a rule, active = well fitted curve in the direction sought with a large enough effect; inconclusive = small, poorly fitted or top-dose-only effect, or another doubt; inactive = no such curve, though single readings can be large; an effect the other way counts as inactive or inconclusive. This is a subset, so the mix of outcomes need not match the whole.

TRHR enhancer,D1 antag,RXFP1 ag,D1 agonist,D2 PAM,Apoferritin bind,D1 PAM,RXFP1 antag,TRHR agonist,SMILES
-3,-2,0.0%,4,1,-5%,-1,-1,0.6,O=[N+]1C2=C(CCCC2)N([O-])C12CCCC2
10,-5,1.2%,2,13,-6%,.,-6,-0.8,CCn1c(=NC(=O)CN2C(=O)CCC2=O)sc2c(C)cc(C)cc21
-3,-9,2.5%,0,9,-6%,2,-17,0.4,COc1cccc(CNC(=O)c2ccc3c(c2)nc2n3CCOC2)c1
2,1,3.7%,1,-2,-6%,5,-11,-0.3,Cc1cccc(C(=O)N2CCN(Cc3nc4sc5c(c4c(=O)[nH]3)CCCC5)CC2)c1
3,5,0.1%,1,-12,-8%,-3,-3,0.0,CCOC(=O)c1c(C)n(-c2ccc(OC)cc2)c2c(C/C(C)=N/O)c(Br)c(OC)c(O)c12
-2,2,1.4%,2,-5,-3%,-10,1,0.1,O=C(NCc1cccnc1)NC1CCCN1S(=O)(=O)c1ccc(Cl)cc1 (stereo not drawn)
-10,3,-0.2%[11.5 µM],2,.,?,-2,.,-0.2,COc1ccc([C@]23Cc4cc(OC)c(OC)cc4C(O2)C2=C(CC(C)(C)CC2=O)O3)cc1
-7,0,-0.1%,2,-6,-12%,1,10,0.5,Cc1cccc(NC(=O)CCNS(=O)(=O)c2cccc3nonc23)c1C
-6,7,0.2%,1,-5,-17%,-8,2,1.5,O=C(Nc1ccc2c(c1)OCO2)C1CCN(S(=O)(=O)c2cccs2)CC1
-6,11,4.1%,1,10,?,1,-10,0.0,COc1ccc(NC(=O)C=C(C)C)cc1Cl
-2,-4,0.4%,7,.,-4%,-21,-9,0.7,COc1nc(-c2ccccc2)ccc1-c1noc(-c2ccco2)n1
12,-4,-1.0%,41*,11,?,-5,-23,-2.9,O=C(CCSc1ccc(Cl)c(Cl)c1)NC12CC3CC(CC(C3)C1)C2
-6,9,-5.0%,22,8,?,-8,-10,0.5,CN(C)S(=O)(=O)Oc1cccc(C(=O)Nc2ccc(Cl)cc2)c1
8,-6,1.5%,5,-17,-10%,-5,0,-0.1,COc1ccc(CN2CCN(Cc3cc4ccccc4o3)CC2CCO)cc1C (stereo not drawn)
-2,-8,1.8%,5,-16,10%,-5,-15,0.6,CCN(CC)c1ccc(NC(=O)COc2ccc(C#N)cc2)cc1S(=O)(=O)Nc1ccc(OC)cc1
-4,-5,2.8%,4,6,-13%,-1,.,0.3,O=C(c1cc2c(s1)CCCC2)N1CCN(S(=O)(=O)c2ccccc2C(F)(F)F)CC1
-11,40,0.1%,-2,.,-19%,21,-20,0.2,Cc1ccc2c(c1)-c1c(cnn1CC(=O)N(Cc1ccco1)C1CCCCC1)CO2
-5,-11,-0.3%,6,8,?,-7,-29,-0.2,CC(NC(=O)COC(=O)/C(=C/c1cccs1)c1cccs1)c1ccccc1 (stereo not drawn)
-2,-7,1.0%,7,1,.,0,?,-0.3,CC12CCC(=O)N1C(C(=O)Nc1nc(-c3cc(F)ccc3F)cs1)CS2 (stereo not drawn)
-6,2,1.1%,1,-4,4%,-7,-1,-0.1,CCS(=O)(=O)N1Cc2ccccc2CC1C(=O)Nc1cccc(S(=O)(=O)N(C)C)c1 (stereo not drawn)
0,-24,-0.1%,3,-8,-8%,-2,5,0.7,CC12CN3CC(C)(CN(C1)C3c1ccccc1F)C2 (stereo not drawn)
-10,4,0.1%,3,.,-7%,-6,-6,0.1,COc1ccc(S(=O)(=O)c2cnc3ccccc3n2)cc1
2,2,-2.6%,5,1,.,14,-6,-0.5,Cc1cc(C(=O)OCC(=O)NCc2ccc(Cl)cc2Cl)c(C)o1
11,9,-3.7%,4,.,4%,-2,-7,-0.3,CC1(c2ccccc2)CC(c2ccccc2)=Nc2ccccc2N1 (stereo not drawn)
4,-32*,-0.4%,4,18,-19%,-11,0,-0.3,COCC(=O)N1CCN(c2ccc([N+](=O)[O-])cc2)CC1
2,-3,2.2%,2,12,?,-5,3,0.1,O=C(CCCn1c(SCC(=O)c2ccc(O)c(O)c2)nc2ccccc2c1=O)NCC1CCCO1 (stereo not drawn)
11,-8,-0.6%,-2,14,-15%,7,-28,0.0,CN1C(=O)C(O)(CC(=O)c2cccc(-n3cccc3)c2)c2ccccc21 (stereo not drawn)
8,.,1.6%,1,-3,4%,-3,-3,0.5,O=C(Nc1nc(-c2ccccc2)cs1)C1CCCCN1S(=O)(=O)c1ccc(Cl)cc1 (stereo not drawn)
3,9,1.9%,1,3,-18%,-6,-19,0.2,COC(=O)Cc1cn(-c2ncc(C(F)(F)F)cc2Cl)c2ccccc12
7,-12,-0.4%,-1,10,.,-5,.,0.2,OCC[C@H]1C[C@@H](O)[C@H](O)[C@]2(CCc3ccccc3O2)O1
4,4,-0.9%,-5,3,-21%,-5,-7,-1.7,O=C(CSc1nnc(-c2cnccn2)n1Cc1ccco1)c1ccc(Cl)cc1
6,3,-3.5%,0,.,?,-1,-20,-0.6,O=C(CNC(=O)c1cccc(Br)c1)N/N=C/c1ccc2c(c1)OCO2
-9,-5,0.0%,0,-3,0%,-6,-6,0.3,COC(=O)c1ccc(/C=C2\CCn3c2nc2cc(C(=O)O)ccc2c3=O)cc1
6,-10,3.0%,0,-11,-17%,-2,-16,-1.9,Cc1ccc(OCC(=O)N/N=C\c2cn(C)c3ccccc23)c([N+](=O)[O-])c1
1,-6,-0.3%,0,9,-4%,-8,12,0.0,O=C(c1ccc(Cl)cc1)c1cnc2ccccn12
2,8,-0.3%,2,8,-4%,-1,-3,-0.3,Cc1nc2ccc(Br)cn2c1C(=O)N/N=C\c1ccc(C(C)C)cc1
-6,0,-0.1%,15,6,.,0,-6,-0.3,Cc1cc(=O)[nH]c(SCC(=O)Nc2ccc3c(c2)CCC3)c1C#N
-5,-2,-4.9%,4,.,11%,-2,-15,0.7,N#Cc1ccc(-c2csc(NC(=O)c3ccc(N4C(=O)CCC4=O)cc3)n2)cc1
0,5,3.9%,1,-3,-16%,1,-9,1.8,O=C(Nc1cccc([N+](=O)[O-])c1)c1ccc2nc(N3C(=O)CCC3=O)sc2c1
0,1,0.6%,3,5,.,-4,-7,0.3,CCOc1cc(/C=C/C(=O)OCC(=O)NCCN2C(=O)CSC2=O)ccc1OCC(C)C
5,3,-0.7%,2,0,-3%,-3,6,-0.7,O=c1cc(-c2ccccc2Cl)c2c([nH]1)CCC2
-2,-16,2.8%,1,-10,-2%,-9,1,0.3,O=C(CN1CCN(c2ccc(F)cc2)CC1)NCc1ccc(F)cc1
29,-13,-1.4%,5,-3,-5%,-4,-3,-0.4,CN1CC(=O)N(CC(=O)Nc2cc(Cl)cc(Cl)c2)C1=O
11,-12,2.2%,1,-5,-1%,6,7,-0.2,CCC(C)NC(=O)C1(O)c2ccccc2NC(=O)N1c1ccc(C)c(C)c1 (stereo not drawn)
4,6,1.7%,3,5,?,2,-25,1.1,CCOC(=O)CN1C(=O)S/C(=C/c2ccc(C)o2)C1=O
-3,.,0.5%,8,12,1%,-7,-4,-0.1,CCOc1cc(CNCCO)cc(Br)c1OCc1ccccc1
3,1,0.2%,1,-9,-3%,1,-24,-0.1,COc1ccc(CCNC(=O)CSc2nccc(=O)[nH]2)cc1OC
6,-31*,1.3%,14,0,-3%,2,2,-0.7,CC(=O)Nc1ccc(NC(=O)C2CC(=O)N(c3ccccc3Cl)C2)cc1 (stereo not drawn)
-2,4,5.0%,2,3,-2%,-7,3,0.5,CCc1ccc(OCC(=O)NN2Cc3ccccc3C2=N)cc1
14,-8,-0.9%,4,.,-13%,-5,-33,0.1,O=C1NC(c2ccccc2)=N/C1=C/c1ccco1

(next part)
TRHR enhancer,D1 antag,RXFP1 ag,D1 agonist,D2 PAM,Apoferritin bind,D1 PAM,RXFP1 antag,TRHR agonist,SMILES
-2,5,0.9%,2,-1,-9%,-5,15,0.3,CCOC(=O)CN(C(=O)Cn1nnc2ccccc21)C(C(=O)NCCOC)c1ccccc1C (stereo not drawn)
4,1,0.0%,-1,-10,?,-7,-2,0.3,Clc1ccc(SCc2cn3cccnc3n2)cc1
2,-2,1.2%,2,11,-2%,0,10,-2.5,Cc1ccc(C(=O)NCC(=O)N2CCN(c3ccccc3)CC2)cc1
-2,-7,5.6%,12,16,?,-5,-12,0.5,O=C(Nc1cccnc1)c1ccc(COc2cc(Cl)ccc2Cl)o1
-5,-2,-1.4%,-1,2,-3%,1,21,0.4,CC(C)CNS(=O)(=O)c1ccc(S(=O)(=O)N2CCC(N3CCCCC3)CC2)cc1
-4,-8,-0.3%,0,-6,.,-2,-2,0.1,CC(C)CN(C(=O)COC(=O)c1cnccn1)c1c(N)n(Cc2ccccc2)c(=O)[nH]c1=O
-2,0,4.7%,1,-4,3%,1,-5,1.8,COc1ccc(NC(=O)/C(C#N)=C\c2cc(OC)c(OCc3ccc(C(=O)O)cc3)cc2Br)cc1
-4,18,0.6%,6,6,-3%,-6,-11,-1.5,Cc1c(C(=O)C(=O)N2c3ccc(F)cc3CCC2C)c2ccccc2n1C (stereo not drawn)

An excerpt from above in order of their number in Apoferritin bind, ascending:
TRHR enhancer,D1 antag,RXFP1 ag,D1 agonist,D2 PAM,Apoferritin bind,D1 PAM,RXFP1 antag,TRHR agonist,SMILES
-2,5,0.9%,2,-1,-9%,-5,15,0.3,CCOC(=O)CN(C(=O)Cn1nnc2ccccc21)C(C(=O)NCCOC)c1ccccc1C (stereo not drawn)
-5,-2,-1.4%,-1,2,-3%,1,21,0.4,CC(C)CNS(=O)(=O)c1ccc(S(=O)(=O)N2CCC(N3CCCCC3)CC2)cc1
2,-2,1.2%,2,11,-2%,0,10,-2.5,Cc1ccc(C(=O)NCC(=O)N2CCN(c3ccccc3)CC2)cc1
-2,0,4.7%,1,-4,3%,1,-5,1.8,COc1ccc(NC(=O)/C(C#N)=C\c2cc(OC)c(OCc3ccc(C(=O)O)cc3)cc2Br)cc1
